All columns: NCI-60 one-dose screen, growth in % after 48 h at 10 µM unless noted; 100 = growth as untreated, 0 = no growth, -100 = all killed.
MALME-3M = MALME-3M melanoma | 78,000 tested, 5.8% active | AID 1794766
LOX IMVI = LOX IMVI melanoma; 79,000 tested, 7.4% active; AID 1794757
UACC-62 = UACC-62 melanoma; 81,000 tested, 5.4% active; AID 1794756
UACC-257 = UACC-257 melanoma; 78,000 tested, 4.4% active; AID 1794764
MDA-MB-435 = MDA-MB-435 melanoma. 82,000 tested, 7.8% active. AID 1794794
SK-MEL-2 = SK-MEL-2 melanoma; 77,000 tested, 4.7% active; AID 1794763
SK-MEL-5 = SK-MEL-5 melanoma; 80,000 tested, 6.4% active; AID 1794755
SK-MEL-28 = SK-MEL-28 melanoma; AID 1794761; 81,000 tested, 4.1% active
The depositor's hits bear a star; · = no result given. How the source made its calls: active means growth percent below 10; inactive means the rest.

SMILES	MALME-3M	LOX IMVI	UACC-62	UACC-257	MDA-MB-435	SK-MEL-2	SK-MEL-5	SK-MEL-28
Brc1ccc(-c2noc(CCc3nnc(-c4ccccc4)o3)n2)cc1	102	95	95	100	100	111	98	104
NCCc1ccn[nH]1	113	103	115	123	108	·	111	108
Cc1ccc2nc(C)c(-c3nnc(SCc4ccc(F)cc4)o3)n2c1	95	84	68	94	96	102	86	100
O=C1CSC(c2ccccc2Cl)N1c1ccccc1 (configuration not stated)	102	106	95	107	101	116	134	111
CCCOC(=O)N1CCCCC1C (configuration not stated)	109	100	103	99	108	118	106	108
O=C1CC(c2ccccc2)Cc2nc3ccc(Cl)cc3cc21 (configuration not stated)	34	30	29	69	-39*	57	-14*	51
COc1cccc2nc(Nc3cccc(NC(=O)c4ccc(N5CCOCC5)c(C(F)(F)F)c4)c3)ccc12	65	30	44	46	44	53	22	·
Cc1cccc(/C(=C/c2ccc([N+](=O)[O-])cc2)C(=O)O)c1	115	109	99	97	109	103	99	109
COc1ccc(CCC2CCCCN2CCc2ccccc2)cc1OC (configuration not stated)	94	92	97	82	104	96	98	115
Cc1c(Cl)ccc2c1N1OC(C2)C[C@H]1/C=C/c1ccccc1 (some centres not stated)	82	87	78	107	91	·	98	110
CN(C)CCNC(=O)c1ccc(-c2nc3ccc4[nH]ncc4c3c3c2CCCC3)cc1	120	88	93	106	105	103	103	107
COc1ccc2c(c1)OCN(c1nccnn1)C2	105	97	98	100	112	105	96	109
O=C(NNc1nc(-c2ccc(Cl)cc2)cs1)c1ccccc1Cl	87	103	101	104	98	·	104	105
CC(=O)OCCC/C(=C\c1ccc2ccccc2c1)[N+](=O)[O-]	-53*	-83*	-76*	·	-42*	-68*	-94*	-91*
COc1ccc(-c2nc(SCCC(C)C)nc(N/N=C(/C)c3ccc(N)cc3)c2C#N)cc1	104	92	87	102	104	109	99	121
O=CN(CCNc1ccccc1)c1ccccc1	99	101	103	101	101	90	111	104
CC(=O)OC(C)C(=O)N(Cc1ccccc1)Cc1ccccc1 (configuration not stated)	103	95	95	·	·	101	104	115
CCn1cc(C(=O)O)c(=O)c2cc(F)c(N3CCN(C(C)C(=O)Nc4ccc(C(C)=O)cc4)CC3)cc21 (configuration not stated)	111	103	108	105	107	101	102	118
N#CCC(=O)N/N=C\C(O)C(O)C(O)C(O)C(=O)O (configuration not stated)	107	90	104	91	106	·	112	111
O=C(CNC(=O)OCc1ccccc1)Oc1ccc([N+](=O)[O-])cc1	89	100	·	104	105	102	101	107
Cc1ccccc1-n1on1-c1ccccc1C	102	100	105	119	108	112	111	109
O=C(O)CCCN1C(=O)/C(=C\c2cn(-c3ccccc3)nc2-c2ccc(Cl)cc2)SC1=S	102	96	95	101	101	107	97	104
COc1ccc(C(=O)/C=C/c2ccccc2)cc1S(=O)(=O)NNC(=O)c1ccncc1	105	82	98	98	101	105	101	101
CCCCCCNC(=O)Oc1ccc(/C(=C(/C)c2ccccc2)c2ccc(OCCN3CCCC3)cc2)cc1	63	43	95	96	97	101	82	90
O=C(O)c1ccc(C(=O)O)c(Br)c1	88	102	97	102	102	97	91	107
O=C(Nc1ccccc1C(=O)N/N=C(\c1ccccc1)c1ccccn1)c1ccc(F)cc1	36	8.4*	1.3*	2.9*	30	37	-7.7*	34
CCC(C)c1ccc(CCO)cc1 (configuration not stated)	117	100	100	118	113	117	104	97
O=C1NC(=O)C(=Cc2cc(-c3ccccc3)n(-c3ccccc3)n2)C(=O)N1	104	106	97	104	99	106	101	107
C=CN1C(=O)c2ccccc2C1=O	103	102	105	107	124	113	108	100
CCSCC1CC(O)(c2ccccc2)CC(c2ccc(F)cc2)O1 (configuration not stated)	-18*	4.3*	29	36	5.1*	4.6*	-36*	27
CC(=O)Nc1ccc(C)cc1[N+](=O)[O-]	109	115	104	104	104	100	107	95
Clc1ccc(C2=Nn3c(N/N=C/c4ccccc4)nnc3SC2)cc1	124	101	95	102	103	105	98	115
COc1cccc(/C=C2\Oc3ccc(O)cc3C2=O)c1	94	97	97	102	101	98	97	117
CN(C)Cc1ccc(Br)cc1	109	98	101	95	98	100	98	112
Clc1nn2c(Cn3cnc4c(NCc5ccccc5)ncnc43)nnc2c2ccccc12	28	31	22	39	31	-5.4*	59	46
CCOC(=O)OC/C=C/c1ccccc1	114	95	109	73	105	107	101	107
N/N=C1\CCC(C(=O)NN)C1 (configuration not stated)	109	95	101	·	104	122	118	110
COc1ccccc1NC(=O)c1sc2c(=O)[nH]c(C(F)(F)F)nc2c1C	117	101	98	110	98	102	102	109
O=c1/c(=C/c2ccc([N+](=O)[O-])cc2)sc2nc3ccccc3n12	98	126	98	122	105	122	99	105
CCCC/C=C/[C@@H]1C[C@H]1CCO	94	98	92	91	102	99	99	98

4 compounds drawn at random from the list so far:
SMILES	MALME-3M	LOX IMVI	UACC-62	UACC-257	MDA-MB-435	SK-MEL-2	SK-MEL-5	SK-MEL-28
CC(=O)Nc1ccc(C)cc1[N+](=O)[O-]	109	115	104	104	104	100	107	95
CCCC/C=C/[C@@H]1C[C@H]1CCO	94	98	92	91	102	99	99	98
N/N=C1\CCC(C(=O)NN)C1 (configuration not stated)	109	95	101	·	104	122	118	110
CN(C)Cc1ccc(Br)cc1	109	98	101	95	98	100	98	112

The listing continues:
SMILES	MALME-3M	LOX IMVI	UACC-62	UACC-257	MDA-MB-435	SK-MEL-2	SK-MEL-5	SK-MEL-28
COc1ccc(C(=O)c2cc(C(C)=O)c3cc(C)ccn23)cc1	94	92	92	99	76	98	98	97
COc1cc2cc(Oc3ccc(NC(=O)Nc4ccccc4)cc3)c(C)nc2cc1OCCN1CCCCC1	-75*	79	95	84	62	100	85	92
CC/C=N/NC(=O)c1[nH]c(=O)c2c(C)nc(-c3ccccc3)cc2c1O	106	86	97	96	87	108	90	115
O=C1OCC/C1=C\c1ccc2c(c1)OCO2	103	109	93	101	115	·	113	79
CC(C)(C#N)N1CCN(c2cccc(Cl)c2)CC1	96	100	85	103	107	114	97	108
COc1cnc2c(c1)C(=O)c1c-2n(CCCNC2=NCCS2)c(=O)c2cc(F)ccc12	28	-74*	17	22	42	91	0.1*	79
Cc1ccc(-c2cc(-c3ccccc3)[nH]c(=O)c2C#N)cc1	106	83	85	101	107	95	90	109
COc1ccc(C=NCCN=Cc2ccc(OC)c(OC)c2)cc1OC	126	100	103	97	101	121	108	113
CN=C(NC)c1ccc(NC(=O)/C=C\c2ccc(/C=C/C(=O)Nc3ccc(C(=NC)NC)cc3)cc2)cc1	60	90	80	·	66	100	62	101
CCC(C)(C)c1ccc(NS(=O)(=O)c2ccc(N)cc2)cc1	96	91	76	94	105	94	84	114
Oc1c(Br)cc(CNC2CCCCC2)cc1Br	107	103	97	87	105	122	109	110
CCOC(=O)C(O)C(C#N)c1ccccc1 (configuration not stated)	106	100	113	·	102	99	101	106
CSCc1nc2ccccc2c(C)[n+]1[O-]	104	95	99	99	105	110	102	108
C[C@]12CC[C@@H]3c4cc([N+](=O)[O-])c(O)cc4CC[C@H]3[C@@H]1CC[C@@H]2O	·	77	71	103	42	107	90	108
CCOc1cc(C(C)(C)C)ccc1C1=N[C@H](c2ccc(Cl)cc2)[C@H](c2ccc(Cl)cc2)N1C(=O)N1CCN(CC#Cc2cccc3c2CN([C@@H]2CCC(=O)NC2=O)C3=O)CC1	-33*	32	24	43	34	45	·	53
O=C(/C=C/c1ccc2c(c1)OCO2)c1ccc(O)cc1O	121	63	67	91	85	90	96	106
Nc1c(C(=O)c2ccc3c(c2)OCO3)sc2nc(-c3ccc4c(c3)OCO4)cc(C(F)F)c12	90	80	87	112	66	·	90	99
CCNCCCC(C)Nc1cc(OC)cc2cccnc12 (configuration not stated)	126	85	94	91	106	101	96	111
CC/C(Cc1ccccc1)=C(\c1ccc(OCCN(C)C)cc1)c1ccc(OC(=O)NCc2ccccc2)cc1	99	83	104	98	93	91	90	96
Oc1ccc(Cc2ccc(O)c3ncccc23)c2cccnc12	-14*	17	1.2*	-8.3*	13	-18*	-47*	30

Entries above that contain a thiophene ring, fused or not:
SMILES	MALME-3M	LOX IMVI	UACC-62	UACC-257	MDA-MB-435	SK-MEL-2	SK-MEL-5	SK-MEL-28
COc1ccccc1NC(=O)c1sc2c(=O)[nH]c(C(F)(F)F)nc2c1C	117	101	98	110	98	102	102	109
Nc1c(C(=O)c2ccc3c(c2)OCO3)sc2nc(-c3ccc4c(c3)OCO4)cc(C(F)F)c12	90	80	87	112	66	·	90	99

The results go on:
SMILES	MALME-3M	LOX IMVI	UACC-62	UACC-257	MDA-MB-435	SK-MEL-2	SK-MEL-5	SK-MEL-28
O=C(Oc1ccc([N+](=O)[O-])cc1)c1ccc(C[n+]2ccccc2)cc1	97	96	96	·	103	96	103	109
O=c1ccn(-c2nc(-c3ccccc3)oc2-c2ccccc2)c(=O)[nH]1	114	105	104	73	111	46	93	134
CN(C)c1ccc(N=Cc2cc[n+](C)cc2)cc1	179	97	100	85	110	94	156	108
CCOc1ccc([C@H]2C(C(=O)c3ccc(Cl)cc3)C3(N[C@@H]2c2ccccc2)C(=O)Nc2ccccc23)cc1 (some centres not stated)	89	60	64	84	75	85	87	88
N#Cc1c(-c2ccccc2)nc2c(c(-c3ccccc3)nn2-c2ccccc2)c1-c1ccc(N2CCOCC2)cc1	104	52	106	101	90	102	99	107
CCC(SCC(N)=O)(C(N)=O)c1ccccc1 (configuration not stated)	83	91	97	97	107	·	99	101
N#Cc1c(-c2ccccc2)cc(-c2c[nH]c3ccccc23)nc1-c1c[nH]c2ccccc12	100	100	95	107	103	98	99	110
O=C1CCS(=O)(=O)c2ccccc21	96	98	·	96	86	97	101	97
CCCCNC(=O)OCC	104	102	110	101	102	137	96	104
C[C@@H]1C[C@@H]([C@@H](CC2CC(=O)NC(=O)C2)OC(=O)CC(=O)c2ccccc2)C(=O)[C@@H](C)C1	-0.9*	11	11	-4.6*	12	12	7.0*	13

Part of the list above in order of formula weight, highest first.
SMILES	MALME-3M	LOX IMVI	UACC-62	UACC-257	MDA-MB-435	SK-MEL-2	SK-MEL-5	SK-MEL-28
N#Cc1c(-c2ccccc2)nc2c(c(-c3ccccc3)nn2-c2ccccc2)c1-c1ccc(N2CCOCC2)cc1	104	52	106	101	90	102	99	107
N#Cc1c(-c2ccccc2)cc(-c2c[nH]c3ccccc23)nc1-c1c[nH]c2ccccc12	100	100	95	107	103	98	99	110
O=c1ccn(-c2nc(-c3ccccc3)oc2-c2ccccc2)c(=O)[nH]1	114	105	104	73	111	46	93	134
CCC(SCC(N)=O)(C(N)=O)c1ccccc1 (configuration not stated)	83	91	97	97	107	·	99	101
CN(C)c1ccc(N=Cc2cc[n+](C)cc2)cc1	179	97	100	85	110	94	156	108
O=C1CCS(=O)(=O)c2ccccc21	96	98	·	96	86	97	101	97
CCCCNC(=O)OCC	104	102	110	101	102	137	96	104

Additional results follow:
SMILES	MALME-3M	LOX IMVI	UACC-62	UACC-257	MDA-MB-435	SK-MEL-2	SK-MEL-5	SK-MEL-28
COc1ccc(-n2cnc(N)c2C(=O)c2cc(OC)c(OC)c(OC)c2)cc1	100	94	94	114	99	111	88	103
COc1ccc(-c2nnc(N3CCN(C(=O)CN4CCN(c5ccc(OC)cc5)CC4)CC3)nc2-c2ccc(OC)cc2)cc1	-73*	-63*	-48*	-8.5*	-68*	-64*	-50*	-84*
Cc1cc(Cl)ccc1N=C(N)N	·	113	115	108	·	105	114	104
Cc1ccc2nc(-c3ccccc3)cc(-c3nn4c(-c5ccccc5)nnc4s3)c2c1	89	92	91	105	98	107	99	109
CCCN1C(=O)N(CCC)C2C1NN=C1SC(c3ccccc3)=CC(=O)N12 (configuration not stated)	96	91	82	103	40	91	94	93
COc1cccc(NC(=O)Nc2ccc(Nc3nc(C)nc4[nH]c(C)c(C)c34)cc2)c1	96	99	86	90	97	101	95	99
Cc1cc(C)c2sc(NC(=O)c3ccccc3)nc2c1	68	58	52	92	73	75	73	88

Rows are unselected; 13% or so of the library scored in one or more.
